# Screening results from PubChem BioAssay.
# cardiac RTF act = cardiac RTF calcium sensitivity activators, primary screen, biochemical, IANBD-TnC fluorescence, EC20 calcium | Troponin I, cardiac muscle (Homo sapiens) + Troponin T, cardiac muscle (Homo sapiens) + … | IANBD-labeled TnC RTF fluorescence at EC20 calcium; 0% EC20 calcium, 100% full calcium | activation, % at 7.2 µM | 340,000 tested, 0.24% active | AID 493008, 2010;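 active means activation above the mean over all tested compounds plus 3 SD, cut at about 30% in these data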;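 further: rise in fluorescence read as greater calcium sensitivity of cardiac thin filaments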
# Rtt109 Vps75 = inhibitors of C. albicans Rtt109/Vps75 HAT, primary screen, biochemical, ThioGlo CoA-SH fluorescence, plate reader; Histone acetyltransferase RTT109 (Candida albicans (strain SC5314 / ATCC MYA-2876)), …; purified Rtt109/Vps75, 4 h; inhibition, % at 34.9 µM; 330,000 tested, 0.16% active; AID 540336, 2011;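 active means inhibition of at least 50% in every replicate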
# CAL PDZ FP-1 = untagged CAL PDZ binding inhibitors, primary screen, biochemical, fluorescence polarization, HTS | Golgi-associated PDZ and coiled-coil motif-containing protein (Homo sapiens), Q9HD26 | AID 602252, 2012 | 300,000 tested, 0.92% active | purified CAL PDZ, TMR-peptide fluorescence polarization, 1 h | inhibition, % at 24.9 µM;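 active means mean inhibition of at least 30% with at least half of replicates also reaching 30%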;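 further: 0% = DMSO neutral control and 100% = excess unlabeled competitor peptide PRC23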
# SR-BI uptake up = activators of SR-BI mediated DiI-HDL uptake, primary screen, ldlA[mSR-BI] CHO cells, DiI fluorescence | 3 h; 100 = double the neutral-control signal | activation, % at 12.5 µM | 320,000 tested, 0.096% active | AID 504775, 2011;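 active means mean replicate activation of at least 60% and every replicate at or above 60%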;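 further: 0% = median plate neutral-control signal and 100% = twice that signal; values of inactives mirror those of a sister screen read the other way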
#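 system = CHO ldlA[mSR-BI] cells, LDL receptor-null, SR-BI overexpressing | medium = Ham's F12 with 0.5% BSA, HEPES 25 mM, pH 7.4 | probe or stimulus = DiI-HDL 10 µg/mL | compound dosing = single-point compound dose | incubation = compound exposure 3 h, 37 °C | technique = DiI fluorescence, bottom read | read-out = cell-associated DiI fluorescence as measure of HDL uptake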
# PKA-R2B activ = activators of PKA-R2B holoenzyme, primary screen, biochemical, fluorescence polarization, Cy5-IP20, human. cAMP-dependent protein kinase catalytic subunit beta (Homo sapiens) + cAMP-dependent …. PKA-R2B holoenzyme dissociation; R2B truncated from residue 108, S112A mutant; 0% DMSO only, 100% 113 µM cGMP. activation, % at 11.4 µM. 340,000 tested, 0.079% active. AID 504700, 2011;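 active means activation above a cutoff set at the mean over all compounds plus 3 SD, cut at about 18% in these data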;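 further: higher means more holoenzyme dissociation and a rise in polarization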
# Target sequence (P31323 whole entry, looked up, other chains not shown, the tested form may be a part): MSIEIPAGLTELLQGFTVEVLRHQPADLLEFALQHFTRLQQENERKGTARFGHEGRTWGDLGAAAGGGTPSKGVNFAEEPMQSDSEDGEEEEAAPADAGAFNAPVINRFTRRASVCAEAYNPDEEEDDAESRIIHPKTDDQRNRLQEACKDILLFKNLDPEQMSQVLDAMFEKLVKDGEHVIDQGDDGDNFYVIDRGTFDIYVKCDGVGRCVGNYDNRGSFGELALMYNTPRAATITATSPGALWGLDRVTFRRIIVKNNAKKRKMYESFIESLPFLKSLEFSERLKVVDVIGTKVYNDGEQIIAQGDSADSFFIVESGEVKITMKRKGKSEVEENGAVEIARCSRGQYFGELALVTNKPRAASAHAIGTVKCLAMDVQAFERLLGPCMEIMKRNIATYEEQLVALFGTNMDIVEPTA
# RTF Ca sens inh = cardiac RTF calcium sensitivity inhibitors, primary screen, biochemical, IANBD-TnC fluorescence, EC70 calcium | Troponin I, cardiac muscle (Homo sapiens) + Troponin T, cardiac muscle (Homo sapiens) + … | IANBD-labeled cardiac RTF, Ca2+ fluorescence | inhibition, % at 7.15 µM | 340,000 tested, 0.12% active;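 active means inhibition above the mean inhibition of all tested compounds plus 3 SD, cut at about 17% in these data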;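 further: assay run at fixed EC70 calcium of 1.6 mM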
# C-LANA FP = inhibitors of KSHV C-LANA binding to DNA, primary screen, biochemical, fluorescence polarization, FAM-LBS DNA, MBP-C-LANA, single point | inhibition, % at 9 µM | 340,000 tested, 0.078% active | AID 504423, 2011;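 active means highest replicate inhibition at or above 60% at 9 µM, even if other replicates fall short; inactive means all replicates below 60% inhibition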;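 further: 0% = neutral control wells and 100% = 4 µM acridine orange control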
# Keap1 Nrf2 FP = Keap1-Nrf2 protein-protein interaction inhibitors, primary screen, biochemical, fluorescence polarization, single point. Kelch-like ECH-associated protein 1 (Homo sapiens), Q14145. Keap1 Kelch-Nrf2 peptide fluorescence polarization, 1536-well. inhibition, % at 9.4 µM. 340,000 tested, 0.15% active. AID 504523, 2011; in the data active means inhibition above about 12%;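 further: human Keap1 Kelch domain with fluorescein labeled Nrf2 9mer peptide probe; 0% = neutral control wells and 100% = peptide positive control; higher means more block of Keap1 binding to Nrf2 peptide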
# DAGLB inhibitor = DAGLB lipase inhibitors, primary screen, biochemical, fluorescence, HTS; Diacylglycerol lipase-beta (Homo sapiens), Q8NCG7; HEK293T DAGLB membrane lysate, EnzChek fluorogenic substrate; inhibition, % at 5.17 µM; 340,000 tested, 0.059% active; in the data active means inhibition above about 34%;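 further: 0% = enzyme with vehicle and 100% = wells lacking enzyme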
# Target sequence (Q8NCG7 whole entry, looked up): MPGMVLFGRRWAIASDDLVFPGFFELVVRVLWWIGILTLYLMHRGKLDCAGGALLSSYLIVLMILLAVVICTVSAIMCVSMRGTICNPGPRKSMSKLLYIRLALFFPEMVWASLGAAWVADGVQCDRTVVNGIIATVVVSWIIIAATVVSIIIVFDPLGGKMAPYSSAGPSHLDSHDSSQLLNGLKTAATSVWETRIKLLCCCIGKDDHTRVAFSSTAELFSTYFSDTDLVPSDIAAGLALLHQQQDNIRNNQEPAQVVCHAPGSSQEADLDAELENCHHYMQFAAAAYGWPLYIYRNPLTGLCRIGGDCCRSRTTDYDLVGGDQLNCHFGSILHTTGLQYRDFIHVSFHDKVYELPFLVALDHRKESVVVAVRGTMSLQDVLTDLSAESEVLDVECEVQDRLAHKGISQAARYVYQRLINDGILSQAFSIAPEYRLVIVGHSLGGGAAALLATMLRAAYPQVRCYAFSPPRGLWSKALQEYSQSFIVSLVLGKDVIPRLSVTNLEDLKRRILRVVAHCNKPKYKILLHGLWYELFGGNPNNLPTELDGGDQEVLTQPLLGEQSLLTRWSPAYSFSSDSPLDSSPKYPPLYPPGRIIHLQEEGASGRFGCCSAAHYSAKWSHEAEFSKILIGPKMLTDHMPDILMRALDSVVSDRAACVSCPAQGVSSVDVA
# CAL PDZ FP-2 = CAL PDZ peptide-binding inhibitors, primary screen, biochemical, fluorescence polarization, Cer-tagged CAL PDZ, HTS; Golgi-associated PDZ and coiled-coil motif-containing protein (Homo sapiens), Q9HD26; purified CAL PDZ, TMR-peptide fluorescence polarization, 1 h; inhibition, % at 20 µM; 330,000 tested, 0.02% active; AID 504414, 2011;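 active means highest replicate inhibition of at least 40%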;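 further: plate controls were DMSO neutral control wells for no effect and unlabeled competitor peptide control wells for full effect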
#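 material = purified tagged CAL PDZ domain construct (CerCALP) | buffer or medium = sodium phosphate/NaCl buffer pH 7.4 with TCEP, IgG, Thesit | reagent = TMR-labelled reporter peptide T*-PRC34 bound in PDZ groove | incubation = 1 h room-temperature incubation prior to read | measured by = fluorescence polarization (mP) | evaluation = percent inhibition from loss of millipolarization | control set = unlabelled peptide and DMSO controls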
# Active calls of the source: *; nt = not tested or not shown.
SMILES,cardiac RTF act,Rtt109 Vps75,CAL PDZ FP-1,SR-BI uptake up,PKA-R2B activ,RTF Ca sens inh,C-LANA FP,Keap1 Nrf2 FP,DAGLB inhibitor,CAL PDZ FP-2
CC1CCCCC1NC(=O)NC(=O)COC(=O)c1cncc(Br)c1 (stereo not given),-0.5,-4.0,-1.4,2.6,3.1,1.8,-3.0,-3.0,-1.5,0.2
COc1cc2c(cc1OC)C(COc1ccccc1OC)N(C(=O)c1ccco1)CC2 (stereo not given),1.9,-38.7,-4.9,-17.2,2.8,-7.1,-0.9,-3.2,-0.8,-2.8
CC1(C)C(=O)NCCN1C(=O)CCCC(=O)O,-0.7,-1.0,-3.0,20.8,5.8,8.0,0.4,3.4,2.3,-0.8
Cc1cc(C)c(NC(=S)NC(=O)c2ccc(-c3ccccc3)cc2)c(C)c1,8.2,-4.6,-5.2,-21.5,-5.1,-4.4,-0.2,-7.7,-2.9,0.5
CC(C)CN(C(=O)COC(=O)CCC(=O)c1ccc(F)cc1)c1c(N)n(Cc2ccccc2)c(=O)[nH]c1=O,-5.2,7.9,6.0,-10.8,-4.2,-1.2,-1.7,0.5,1.5,-3.9
CC(C)(C)c1ccc(OCCC(=O)Nc2cccc(S(=O)(=O)NC3=NCCCCC3)c2)cc1,-11.0,-2.4,-2.2,2.6,-9.3,-19.0,-0.1,-2.0,-0.7,-1.9
CCOC(=O)C1(Cc2cccc(Cl)c2)CCCN(C(=O)CCOC)C1 (stereo not given),9.6,-13.4,1.7,20.5,2.2,5.6,0.5,-4.8,-0.3,0.4
OC1(c2cccc(F)c2)CCN(Cc2ccncc2)CC1,5.4,8.2,2.4,40.9,-1.5,2.0,-0.5,0.6,1.1,-1.5
Cc1ccc(NC(=O)COC(=O)CCc2c[nH]c3ccccc23)c(C)c1,4.8,1.0,-1.9,9.7,2.9,-10.5,0.7,-6.7,-0.4,0.7
CN(C)S(=O)(=O)c1ccc(S(=O)(=O)Nc2ccc3c(c2)oc2ccccc23)cc1,-4.8,-0.6,-4.7,-7.5,-1.5,-3.4,-0.1,4.1,2.2,-1.8
CCOC(=O)N1CCC(NC(=O)c2cc(C(=O)NC3CCN(Cc4ccccc4)CC3)ccc2CO)CC1,0.9,-10.3,-5.6,-5.8,-4.4,0.0,-0.7,-3.2,4.6,-1.0
CCOc1ccc(C(=O)N(c2ccccn2)C2CCCCC2)cc1,7.8,0.7,-1.7,-5.1,-15.1,5.8,1.0,-3.3,-7.8,-0.8
COc1cc(NC(=S)N2CCOCC2)c(OC)cc1Cl,nt,-9.0,-3.3,-8.9,nt,nt,-1.5,2.5,nt,-0.1
CSc1ncccc1C(=O)OCC(=O)c1cc(C)n(C)c1C,-2.6,-7.1,-5.1,-6.0,-16.2,-4.6,0.1,-3.1,0.3,0.4
COc1ccc(C(=O)C[n+]2ccc3c(c2)nc(-c2ccccc2)n3C)cc1,0.1,-1.6,-3.0,10.8,-12.5,-13.9,-0.6,6.4,1.3,0.4
O=C(NC(Cc1ccc(F)cc1)C(=O)O)c1ccccc1 (stereo not given),1.5,nt,-2.5,nt,-3.5,-10.3,-0.6,0.7,1.1,-2.4
Cn1ncc(Br)c1NC(=O)Nc1ccc(Cl)cc1,-1.0,4.6,-2.8,-11.1,-7.6,-5.9,-0.8,4.3,0.1,0.1
Cn1c(CSc2nc3ccc(Br)cc3[nH]2)nc2ccccc21,7.7,nt,-2.6,0.3,-5.1,-7.0,2.4,-0.9,-2.6,-3.5
O=C(c1ccc(Br)s1)N1CCN(c2ncccn2)CC1,-3.5,20.2,-1.2,3.3,11.1,-9.3,0.6,5.0,-11.4,-0.5
COc1cc(N=Nc2c(C)n(C)n(-c3ccccc3)c2=O)ccc1N,-7.1,10.7,1.0,8.1,1.1,5.0,-0.4,0.5,0.7,0.5
CCN(CC#CCC(O)(c1ccccc1)c1ccccc1)C(C)C,1.8,-4.7,-3.7,33.9,-3.5,0.0,-0.7,-3.5,0.3,-0.8
COc1ccc(C(=O)N/N=C/c2ccc(OC)c(CN3CCCc4ccccc43)c2)cc1,-5.1,11.1,nt,-23.9,2.1,-5.0,-1.8,-1.6,2.4,-1.0
CCCCc1cc(=O)oc2cc(OCC(=O)N3C[C@H]4C[C@@H](C3)c3cccc(=O)n3C4)ccc12,3.2,-8.3,1.2,-2.4,-4.8,-3.1,-2.1,0.8,-2.0,1.4
COc1cc(OC)c(C(=O)NCCCn2ccnc2)cc1OC,-2.6,-4.2,-1.3,9.0,4.3,-3.7,-0.7,-1.5,0.5,-2.5
O=C(/C=C/Nc1cccc([N+](=O)[O-])c1)c1cccs1,3.8,8.7,-0.4,6.7,-2.5,-7.8,0.3,-2.2,-0.1,-0.3

# In the list so far, these contain a COOH group.
SMILES,cardiac RTF act,Rtt109 Vps75,CAL PDZ FP-1,SR-BI uptake up,PKA-R2B activ,RTF Ca sens inh,C-LANA FP,Keap1 Nrf2 FP,DAGLB inhibitor,CAL PDZ FP-2
CC1(C)C(=O)NCCN1C(=O)CCCC(=O)O,-0.7,-1.0,-3.0,20.8,5.8,8.0,0.4,3.4,2.3,-0.8
O=C(NC(Cc1ccc(F)cc1)C(=O)O)c1ccccc1 (stereo not given),1.5,nt,-2.5,nt,-3.5,-10.3,-0.6,0.7,1.1,-2.4

# Remaining list, next part.
SMILES,cardiac RTF act,Rtt109 Vps75,CAL PDZ FP-1,SR-BI uptake up,PKA-R2B activ,RTF Ca sens inh,C-LANA FP,Keap1 Nrf2 FP,DAGLB inhibitor,CAL PDZ FP-2
COc1ccccc1NC(=O)c1cccc2c(Br)cccc12,-6.1,1.0,-0.6,-69.7,-0.8,-3.2,-0.2,4.4,-7.0,-1.2
CS(=O)(=O)N1CCN(C(=O)Cc2ccccc2)CC1,7.5,-4.1,0.9,-1.8,8.7,-6.3,-0.3,0.3,-1.1,-1.8
Cc1cc(S(=O)(=O)N2CCN=C2c2ccccc2)ccc1F,-4.6,7.6,-2.1,-0.3,7.5,-0.2,0.1,-2.2,-2.7,-0.6
CCOC(=O)c1sc(NC(=S)NC(=O)c2ccccc2)nc1C,-0.7,0.7,nt,-12.3,-11.7,-16.6,1.3,1.7,3.1,-1.3
CCc1ccc(C(C)NC(=O)C2CCCC2)cc1 (stereo not given),6.2,-2.8,-1.1,29.4,-8.0,-12.4,1.5,6.1,0.3,-1.2
CCN(CC(=O)Nc1c(F)cccc1F)C(=O)c1csc2c1CCCC2,-2.3,-1.3,2.6,8.3,10.2,1.1,-1.0,1.6,0.4,0.9
COc1ccc(CNC(=O)CN(C(=O)c2csnn2)c2ccccc2F)cc1,-6.1,13.0,-3.6,7.0,-2.4,-10.5,-0.7,-4.2,-1.6,-1.9
CCOC(=O)C(C)Sc1nc(=O)n2cccc(C)c2n1 (stereo not given),-0.6,-2.0,9.7,-6.1,-12.8,-1.2,-1.4,-1.4,1.7,-1.9
CCCCn1c(N)c(N(CC(C)C)C(=O)C2CCN(S(=O)(=O)c3ccc(Cl)cc3)CC2)c(=O)[nH]c1=O,-15.1,6.1,-5.1,18.4,5.6,-4.2,0.4,3.0,1.7,-1.7
C=C(C)c1cccc(C(C)(C)NC(=O)Nc2ccc(C)cn2)c1,-7.3,7.8,-4.3,16.8,-7.0,-5.0,-0.1,-6.7,-0.4,-1.8
COc1cc(OC)cc(C(=O)N2CCN(C(=O)c3ccc(-c4ccccc4)cc3)CC2)c1,-0.9,0.7,-2.7,-79.4,-6.2,1.9,1.0,1.5,-3.4,-1.0
C[C@H](CO)N1C[C@H](C)[C@@H](CN(C)S(=O)(=O)c2cn(C)cn2)Oc2ccc(NC(=O)Cc3ccccc3)cc2C1=O,-4.6,1.3,-3.4,18.4,-3.1,-11.2,3.2,-1.9,0.6,-0.3
C=CCNC(=S)N(Cc1ccccc1)Cc1ccc(F)cc1,-5.0,3.3,-5.2,2.7,-3.3,1.0,0.3,0.4,-4.6,0.3
Cn1cc([N+](=O)[O-])c(C(=O)Nc2ccc3c(c2)OCCO3)n1,2.5,4.2,-0.4,-5.6,-1.9,-5.3,0.6,-4.4,1.4,-2.2
CC(=O)c1ccc(OCCOc2ccc(C#N)cc2)cc1,3.1,nt,-7.6,5.9,3.5,-11.5,0.8,-3.7,-1.4,-0.2
CC(Sc1nnc2ccccn12)C(N)=O (stereo not given),5.2,-4.3,-5.5,28.6,0.4,-2.3,-2.6,-2.9,-0.5,-1.3
CC(C)CC(=O)OC(C)(C)[C@@H]1Cc2c(ccc3ccc(=O)oc23)O1,-4.0,-1.5,-3.0,7.0,-1.9,-19.3,-0.7,-3.7,-7.9,-1.8
O=C(NC1=NCCS1)C1CC(=O)N(c2ccc(F)cc2)C1 (stereo not given),0.8,-8.6,-10.3,18.0,-10.2,-2.9,0.9,3.6,1.8,-2.1
Cc1ccc(C(=O)Nc2cc(-c3ccn[nH]3)c(C)n(N)c2=O)cc1,3.1,-2.9,-7.3,-12.2,-2.3,-4.7,0.7,-5.1,-3.4,-1.4
NNC(=O)CN(CCc1ccccc1)S(=O)(=O)c1ccc(Cl)cc1,-0.6,6.0,9.5,3.5,-6.0,-9.3,0.3,2.6,-3.9,-1.1
Cc1csc(SCC(=O)c2c(N)n(C)c(=O)n(C)c2=O)n1,-1.9,-9.6,-3.2,0.7,-2.4,0.3,0.2,4.0,-0.1,-1.3
CCCCn1c(N)c(N(CC)C(=O)C2COc3ccccc3O2)c(=O)[nH]c1=O (stereo not given),0.2,3.0,-5.6,2.8,5.1,3.5,-3.6,1.0,-1.9,0.6
Cc1ccc(C(=O)Cc2ccccc2)c(O)c1,-4.5,7.2,nt,6.5,-3.5,-3.4,0.2,1.6,-5.1,-0.7
